Source: PubChem BioAssay (IUPUI and University of Michigan)
ST2 inh = IL1RL1 inhibition; Q01638; AlphaLISA ST2-Fc/biotin-IL-33 interaction, 1 h; inhibition, % for hits at 17 µM; hit rate 2.3% among 78,000; AID 1259354; in the data active means inhibition above about 30%; inconclusive means mostly about 10% to 28%
Target sequence (Q01638 whole entry, looked up): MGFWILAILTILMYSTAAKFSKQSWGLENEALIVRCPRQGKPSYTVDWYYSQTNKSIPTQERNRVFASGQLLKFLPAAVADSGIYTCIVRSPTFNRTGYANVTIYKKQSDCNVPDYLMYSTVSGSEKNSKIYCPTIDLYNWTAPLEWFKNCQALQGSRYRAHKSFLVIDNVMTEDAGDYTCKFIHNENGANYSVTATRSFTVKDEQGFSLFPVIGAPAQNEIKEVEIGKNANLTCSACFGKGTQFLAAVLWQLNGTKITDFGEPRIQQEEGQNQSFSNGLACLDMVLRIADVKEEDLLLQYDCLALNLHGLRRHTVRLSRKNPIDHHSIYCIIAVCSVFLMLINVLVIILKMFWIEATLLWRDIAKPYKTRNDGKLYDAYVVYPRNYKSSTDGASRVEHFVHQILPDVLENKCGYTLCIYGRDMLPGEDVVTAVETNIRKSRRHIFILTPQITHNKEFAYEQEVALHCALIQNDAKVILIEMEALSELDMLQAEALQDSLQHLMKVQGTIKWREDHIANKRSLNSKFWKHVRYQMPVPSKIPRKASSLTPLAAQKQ
Starred values were filed as active, the others as inactive; i = inactive; ? = inconclusive; ! = a repeat was not active.

SMILES | ST2 inh
CC(=O)N(c1ccc(Cl)cc1)C1C=CS(=O)(=O)C1 (stereo not given) | i
CC(=O)Nc1ccc(Cl)c(C(=O)NC(c2ccncc2)c2ccccc2C)c1 (stereo not given) | i
OCCCc1cn(Cc2ccccc2)c2ccccc12 | ?
COc1ccccc1-n1c(SCc2cccc(F)c2)nc2c(c1=O)SCC2 | ?
O=C(O)CNc1c2ccccc2nc2ccccc12 | i
CCCCOC(=O)Nc1ccc(OC)cc1[N+](=O)[O-] | 47.0%*
CCCN1CC(NC(=O)c2nc3ccccc3c(=O)[nH]2)CC1=O (stereo not given) | ?
CC(C)N1C[C@H](O)C[C@H]1c1nc(-c2cccc([N+](=O)[O-])c2)no1 | i
COc1cc(/C=C2/C(=O)NN(c3ccc(C)c(C)c3)C2=O)cc([N+](=O)[O-])c1O | ?
Cc1cccc(OCc2nnc(SCC(=O)Nc3ccc(C)c(C)c3)o2)c1 | i
CCC1CN(CCNC(=O)Cc2cccc(F)c2)Cc2cc(OC)ccc2O1 (stereo not given) | i
CCN(CC)CCCN1C(=O)C(O)=C(C(=O)c2ccc(C)o2)C1c1ccc([N+](=O)[O-])cc1 (stereo not given) | i
CC(C)(C)CC(=O)NCc1ccccn1 | i
O=C(/C=C/c1ccc(O)cc1)OC[C@H]1O[C@@H](Oc2ccc(C(=O)/C=C/c3ccc(O)cc3)c(O)c2O)[C@H](O)[C@@H](O)[C@@H]1O | i
Cc1ccc(C)c(NC(=O)CCN2CCC(C(N)=O)CC2)c1 | i
Cc1cc(N2CCN(C)CC2)nc2ccc(NC(=O)CCC(=O)NC3CCCC(C)C3C)cc12 (stereo not given) | i
O=C(Cc1ccc([N+](=O)[O-])cc1)NCCO | i
CCN1CCN(C(=O)CSc2c3c(nc4ccc(Cl)cc24)CCCC3)CC1 | i
Cc1ccc(C2Nc3ccc(C(=O)c4ccccc4)cc3NC3=C2C(=O)CCC3)cc1 (stereo not given) | i
Cc1ccc(CN2CCN(Cc3cccn3-c3cccnc3)CC2CCO)o1 (stereo not given) | i
COc1ccc(C(=O)Nc2nc3ccc(C)cc3s2)c(OC)c1 | i
Cc1cccc(N2C(=O)NC(=O)/C(=C/c3cn(CC(=O)Nc4ccccc4)c4ccccc34)C2=O)c1 | i
CC1=CC[C@@H]2CN(C(=O)CCNC(=O)c3ccccc3F)C[C@@H]2C1 | i
COc1ccc(-c2cc(OC)c3c(C)oc(C)c3c(=O)c2)cc1 | ?
Cc1cc(C)n(CCNC(=O)CC(=O)Nc2ccccc2C)c(=O)n1 | i
COc1ccc(-c2cc(C(=O)NN)c3cc(Br)ccc3n2)cc1 | i
Cc1c(C(=O)NC2CCCCC2)oc2ccc(S(=O)(=O)N3CC(C)CC(C)C3)cc12 (stereo not given) | i
CCN1CCN(C(=O)c2cn(CC)c(=O)c3cc(OC)c(OC)cc23)CC1 | i
Cc1ccc(C)c(N(C)C(=O)Cc2c(C(=O)O)[nH]c3ccc(Cl)cc23)c1 | i
COc1ccc2cc3cc(C(=O)NCc4ccc(C)cc4)sc3nc2c1 | 31.0%*
Cc1nc2c(ccc3nc(NC(=O)C(C)(C)C)sc32)s1 | i
O=C(Nc1cnc2n1CCCC2)C1CCOC1 (stereo not given) | i
Cc1ccc(-c2nc3cnccn3c2Nc2ccc3c(c2)OCO3)cc1 | ?
COCCN(Cc1cccs1)C(=O)c1cc2ccccn2n1 | i
Nc1ncccc1CN1CCCC1c1ccc(F)cc1 (stereo not given) | ?
COc1cc2c(cc1OC)[C@@H](c1ccccc1)CN(C)CC2 | ?
Cc1cc(C)cc(N=Cc2cc(Br)ccc2O)c1 | ?
NO | i
CC(C)c1ccc(NC(=O)CSc2nc(-c3ccc4c(c3)OCO4)nc3cc(=O)[nH]n23)cc1 | i
O=C(C1CC1)N1CCc2cc(S(=O)(=O)N3CCN(c4ncccn4)CC3)ccc21 | i

Part of the list above in order of length of the SMILES, low to high:
SMILES | ST2 inh
NO | i
COc1ccc(C(=O)Nc2nc3ccc(C)cc3s2)c(OC)c1 | i
COc1cc2c(cc1OC)[C@@H](c1ccccc1)CN(C)CC2 | ?
COc1ccc2cc3cc(C(=O)NCc4ccc(C)cc4)sc3nc2c1 | 31.0%*
O=C(C1CC1)N1CCc2cc(S(=O)(=O)N3CCN(c4ncccn4)CC3)ccc21 | i
Cc1cccc(N2C(=O)NC(=O)/C(=C/c3cn(CC(=O)Nc4ccccc4)c4ccccc34)C2=O)c1 | i

(more compounds)
SMILES | ST2 inh
O=C1C2C3C=CC(C3)C2C(=O)N1Nc1ccccc1 (stereo not given) | i
COc1ccc(-n2ncc3c(N4CCCCCC4)ncnc32)cc1 | i
COc1ccc(/C=C/C(=O)OC[C@H]2O[C@@H](OC(CCc3ccc(O)cc3)CC(=O)CCc3ccc(O)cc3)[C@H](O)[C@@H](O)[C@@H]2O)cc1OC (stereo not given in full) | i
CC(C)c1nnsc1CN1CCC(N2CCCC2=O)CC1 | i
COc1cccc(NC(=O)CCC2CCN(C3C4CC5CC(C4)CC3C5)CC2)c1 (stereo not given) | i
C=CCn1cc(C(=O)N(C)Cc2ccccc2)c(=O)c2cc(S(=O)(=O)N(CC)CC)ccc21 | i
COc1ccc(NS(=O)(=O)c2ccc3c(c2)CCN3C(=O)C2CC2)cc1 | i
c1ccn2cc(CSC3=NCCS3)nc2c1 | i
CCc1nc(C)cn1S(=O)(=O)c1ccc(C(C)C)cc1 | i
O=S(=O)(c1ccccc1)N1c2ccccc2-c2ccccc2S1(=O)=O | i
CCCCn1c2ccccc2c2nnc(SCC(=O)NCc3ccco3)nc21 | i
O=C(Nc1cccc2ncccc12)c1cccc(Br)c1 | i
O=C(CN1C(=O)CNC1=O)N1CCCC2(C1)C(=O)Nc1ccccc12 (stereo not given) | ?
Cc1cc(C)n(C2CCN(Cc3cccc(Cn4cccn4)c3)C2)n1 (stereo not given) | ?
COc1ccc(Cl)cc1S(=O)(=O)N1CCN(C(c2ccccc2)c2ccccc2)CC1 | i
Cc1ccc(S(=O)(=O)NC(C)C(c2cccs2)N2CCN(c3ccc(F)cc3)CC2)cc1 (stereo not given) | ?
CCC(NC(=O)c1cnc(-c2cccnc2)nc1)c1nc(C)c(C)s1 (stereo not given) | i
CCOc1ccc(S(=O)(=O)NCc2nc3cccnc3n2Cc2ccc(C)cc2)cc1 | i
Cc1cc(C)c(NS(=O)(=O)c2cccc3cccnc23)c(C)c1 | i
CSc1nc2ccc(NC(=O)CSc3nc4ccc(N)cc4s3)cc2s1 | ?
Cc1ccc(OCCCCN2CCOCC2)c(Br)c1 | i
O=C1CCCC2=C1C(c1cccs1)c1c(nc(SCc3ccccc3F)[nH]c1=O)N2 (stereo not given) | i
O=C(NCCc1ccccc1)C1CCN(c2ccc(-c3cccs3)nn2)CC1 | i
CC1CCN(C(=O)CSc2c3c(nc4ccccc24)CCC3)CC1 | ?
Fc1ccccc1-c1nnc(-c2ccncc2)o1 | i
O=C1CSC(c2cccnc2)N1c1ccc(Cl)c(Cl)c1 (stereo not given) | i
Clc1ccc(C2C=C(c3ccccc3)Nc3nnnn32)c(Cl)c1 (stereo not given) | i
Cc1ccc(S(=O)(=O)NC(C)(C)C)cc1 | i
CSc1nc2c(c(=O)[nH]1)C(c1ccc(C)cc1)C1=C(CCCC1=O)N2 (stereo not given) | i
Cc1cc(C)n(Cc2ccc(F)cc2)c(=O)c1C#N | i
O=C(c1ccc2nc(Cc3ccccc3F)oc2c1)N1CCN2CCCC2C1 (stereo not given) | i
Cc1ncc2c(c1CNC(=O)Cc1ccsc1)CCN(C(=O)/C=C/c1cccc(F)c1F)C2 | i
COc1ccc2c(c1)OC1c3ccc(OC)cc3OCC21 (stereo not given) | i
COc1ccc2nc3oc(C(=O)NCc4ccc5c(c4)OCO5)cc3cc2c1 | ?
Cc1ccc(NC(=O)Nc2ccccc2Sc2c(C)c(C)nc3nc(-c4ccccc4)nn23)cc1F | ?
C=CCSc1nnc(-c2ccccc2N)c(=O)[nH]1 | i
COc1ccc(CN2C[C@H](O)C[C@H]2c2nc(-c3ccccc3)no2)cc1 | i
CC[C@H]1CN(S(=O)(=O)c2c(C)noc2C)CC[C@H]1CC(=O)N1CCOCC1 | i
Cc1cc(Cn2cnc3c2C[C@@H](C(=O)O)N(C(=O)C(c2ccccc2)c2ccccc2)C3)ccc1N | i
CCc1ccccc1C(=O)NC1CC(=O)N(C2Cc3ccccc3C2)C1 (stereo not given) | i
O=C(NCc1ccc2sccc2c1)C1CCC(=O)N(Cc2ccccn2)C1 (stereo not given) | ?
CC1=C(C(N)=O)C(c2cccc(F)c2)n2nc(SCc3ccccc3)nc2N1 (stereo not given) | 32.0%*!
CC1(C)CC(=O)C2=C(C1)OC(N)=C(C#N)C2c1ccccc1OCc1ccc(Cl)cc1 (stereo not given) | i
COc1ccccc1N1CCN(Cc2ccc(C(=O)O)cc2)CC1 | i
CCCC(=O)NC1CC(=O)N(c2cccc(OC)c2)C1 (stereo not given) | i
Cc1nn(Cc2ccccc2)c(C)c1NC(=O)c1cc(-c2cccc(Cl)c2)on1 | i
O=C(Nc1ccccc1F)c1ccccc1 | i
CCN(CCOC)c1cc(C2CCNCC2)ncn1 | i
CC(C)CN1C(=O)NC(Cc2cccc(F)c2)(C2CCN(C(=O)c3cc(C4CC4)[nH]n3)CC2)C1=O (stereo not given) | i
Cc1ccc(N(C(=O)Cn2nnnc2N)C2(C(=O)Nc3c(C)cccc3C)CCCCC2)cc1C | i
COc1ccc(NC(=O)c2nn(-c3ccc(Cl)cc3)c(=O)c3ccccc23)cc1Cl | i
CCOC(=O)c1sc2nc(Cc3ccccc3)[nH]c(=O)c2c1C | i
Cc1ccc(OC2CCN(Cc3ccncc3)CC2)c(C(=O)NC2CCOC2)c1 (stereo not given) | i
Cc1ccc2c(-c3cc4c(n(CC5CC5)c3=O)CCN(C(=O)c3cncs3)C4)cccc2n1 | i
Nc1nc(SCC(=O)N2CCC(c3ccccc3Cl)C2)n[nH]1 (stereo not given) | ?
CCCC(C(=O)OCCN(CC)CC)(c1ccccc1)c1ccccc1 | ?
O=C(O)COCC(=O)N[C@H]1CCN2C(=O)c3cc(-c4ccccc4)ccc3NC(=O)[C@H]12 | i
O=C(NCCO)c1ccc(Cl)c(Cl)c1 | i
CCOc1ccc2nc(SCC)[nH]c2c1 | i
Cc1nn(C)cc1C(C)n1ccnc1-c1ccc(N(C)C)nc1 (stereo not given) | ?
Continuation:
SMILES | ST2 inh
CCOc1cc([C@H]2N[C@](CO)(c3ccccc3)[C@H]3CN(C)C[C@@H]23)ccc1O | ?
CCOC(=O)c1ccc(N2C(=O)CC(N3CCN(Cc4ccc(Cl)cc4)CC3)C2=O)cc1 (stereo not given) | i
COc1ccc(-c2c3c(=O)n(C)c(=O)n(C)c3cn2-c2cc(C)cc(C)c2)cc1 | i
c1cnc(-c2noc([C@@H]3Cc4nc[nH]c4CN3CC3CCCCC3)n2)cn1 | i
Cc1ccc(CN2CCC=C(CCNC(=O)c3ccco3)C2)cc1 | i
COc1ccc(C2C(C(=O)Nc3ccccn3)=C(C)NC3=C2C(=O)CC(C)(C)C3)cc1 (stereo not given) | i
Cc1nc2c(c3c1[nH]c1ccccc13)C(O)CC(C)(C)C2 (stereo not given) | i
CC(=O)c1ccc(NC(=O)N2C[C@@H]3C[C@H](C2)c2ccc(NS(=O)(=O)c4cccs4)c(=O)n2C3)cc1 | i
CCNc1nc(NC(C)C)nc(Oc2ccc(OCCOc3ccc(C)cc3)nn2)n1 | i
CCNCCC1CCC(=O)N1CC1C2CC3CC(C2)CC1C3 (stereo not given) | i
O=C(CSc1c2c(nc3ccc(Cl)cc13)CCCC2)N1CCOCC1 | i
O=C(Nc1ccc(F)cc1)c1c[nH]c(=O)n(-c2ccccc2)c1=O | i
O=[N+]([O-])c1cccc(-c2ncnn2-c2ccc(Br)cc2F)c1 | i
CSc1cccc(Sc2cc(C(=O)NCc3ccco3)c3ccccc3n2)c1 | i
Cc1ccc(C(=O)Nc2ccc(N3CCC(NCC4CCOCC4)CC3)cc2)c(C)c1 | i
CN(Cc1ncc[nH]1)C(=O)C1CCCN(C2CCN(c3nc4ccccc4o3)CC2)C1 (stereo not given) | i
N#CC1=C(N)OC2=C(C(=O)CC(c3ccccc3)C2)C1c1ccc(F)c(F)c1 (stereo not given) | ?
CC1CCC(NC(=O)C2(C)CCC(=O)N2Cc2ccc(F)cc2Cl)CC1 (stereo not given) | ?
COc1ccc(C2CC(=O)c3ccccc3O2)cc1 (stereo not given) | i
COc1ccccc1C(=O)Nc1ccc2c(c1)NC(=O)CC2c1ncc[nH]1 (stereo not given) | i

Quoted at random: 5 entries already listed
SMILES | ST2 inh
COc1ccc(C2C(C(=O)Nc3ccccn3)=C(C)NC3=C2C(=O)CC(C)(C)C3)cc1 (stereo not given) | i
c1cnc(-c2noc([C@@H]3Cc4nc[nH]c4CN3CC3CCCCC3)n2)cn1 | i
N#CC1=C(N)OC2=C(C(=O)CC(c3ccccc3)C2)C1c1ccc(F)c(F)c1 (stereo not given) | ?
O=C(CSc1c2c(nc3ccc(Cl)cc13)CCCC2)N1CCOCC1 | i
COc1ccccc1C(=O)Nc1ccc2c(c1)NC(=O)CC2c1ncc[nH]1 (stereo not given) | i

Next section.
SMILES | ST2 inh
CCN(CC)C(=O)C1CCCN(Cc2ccc(Cl)cc2)C1 (stereo not given) | i
COC(=O)c1ccc(CSc2nc(N3CCOCC3)c3c(c2C#N)CC(C)(C)OC3)o1 | i
CCc1ccc(Nc2nnc(C(C)(C)C)c(=O)[nH]2)cc1 | i
NC1=NC(=O)C(CC(=O)Nc2ccccc2)S1 (stereo not given) | i
CN1C(=O)CC(C(=O)O)SC1=Nc1ccc(Cl)c(C(F)(F)F)c1 (stereo not given) | i

These rows are one share of the data, so the mix of outcomes need not match the whole.
